# Tb PGK inh – blocks T. brucei phosphoglycerate kinase | 0.043% of 380,000 active | PGK/GAPDH coupled, Kinase-Glo luminescence, 60 min | P07378 | Potency, µM (doses to about 57.5 µM), without a hit: at the highest dose activity change, negative = inhibition, hits mostly inhibitors; also: % is scaled to controls: 0 for no effect and ±100 for the full control effect; nearly all actives have a fitted effect of over 60% in size
#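 Luminescent ATP detection (Kinase-Glo Plus) follows a 60-minute room-temperature incubation, with wells lacking PGK as controls. Buffer: 100 mM TEA (pH 7.6), 5 mM MgCl2, 0.01% Tween-20. Coupling enzyme GAPDH (100 nM final) supplies unstable 1,3-BPG in-well.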
# BLM inh – inhibitors of human Bloom syndrome helicase BLM | P54132 | recombinant BLM DNA unwinding, fluorescence dequenching | Potency, µM (top dose mostly 56.1 µM), without a hit: at the top dose activity change, negative = inhibition, hits mostly inhibitors | 0.2% of 350,000 active;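 also: plate controls were vehicle for no effect and no enzyme for full effect; nearly all actives have a fitted effect of over 35% in size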
# G9a block – G9a (human) methyltransferase inhibition; Q96KQ7; G9a H3K9 monomethylation, AlphaScreen, 2 h; AID 504332; 8.8% of 350,000 active; Potency, µM (highest dose often 102 µM), for the others: top-dose activity, negative = inhibition, hits mostly inhibitors; also: % is scaled to controls: 0 for no effect and ±100 for the full control effect; nearly all actives have a fitted effect of over 75% in size
#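 Using a bead-based AlphaScreen, monomethylated H3K9 product from 2 h room-temperature reactions (G9a 20 nM, peptide 500 nM, SAM 20 uM) was detected with 0.5 ug/mL rabbit anti-H3K9me1 antibody.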
# HP1b chromo inh – inhibitors of HP1-beta chromodomain binding to methylated histone tails | P83916 | AlphaScreen HP1-beta / biotin-H3K9me3 peptide binding | Potency, µM (titrated, usually from 114 µM), inactives show at the highest dose activity change, negative = inhibition, most hits filed as inhibitors | 0.56% of 390,000 active; also: nearly all actives have a fitted effect of over 70% in size; inactives centre near 23
#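 AlphaScreen: HP1-beta (50 nM) preformed 30 min with biotin-H3(1-18)K9me3 peptide (50 nM) in PBS pH 7.4, 0.01% Tween-20. Compound added for 30 min at RT, then streptavidin donor/nickel chelate acceptor beads (10 ug/mL) for 30 min.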
# Pin1 inhibitor – human Pin1 inhibition | Pin1 FP peptide displacement, HiFluor488, 10 min | 0.009% of 390,000 active | Q13526 | AID 504891 | Potency, µM (highest dose often 115 µM), inactives show at the top dose activity, negative = inhibition, actives largely listed as inhibitors; active = well fitted inhibition curve with a large enough effect in the polarisation, with a control signal flat, not every such curve was filed as active; inconclusive = small, poorly fitted or top-dose-only effect, or effect the other way, or a change in a side signal; inactive = no such curve, though single readings can be large or run the other way; the % refers to the polarisation; also: % is scaled to controls: 0 for no effect and ±100 for the full control effect
# GLS inh – blocks human kidney-isoform glutaminase activity; O94925; GLS enzymatic activity, qHTS titration; Potency, µM (doses to about 45.5 µM), for inactives: top-dose activity change, negative = inhibition, actives largely listed as inhibitors; 0.21% of 410,000 active; also: % is scaled to controls: 0 for no effect and ±100 for the full control effect
#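 Compounds were pin-transferred onto hKGA, after which L-glutamine (1 mM solution) and a detection mix of glutamate oxidase, HRP and Amplex Red were added. Initial and 30 min RT fluorescence reads were collected.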
# JMJD2A Tudor inh – inhibitors of human JMJD2A Tudor domain | Potency, µM (doses to about 114 µM), without a hit: at the highest dose activity change, negative = inhibition, most hits filed as inhibitors | AlphaScreen JMJD2A-Tudor / H3K4me3 peptide binding | AID 504339 | 4.4% of 390,000 active; also: % is scaled to controls: 0 for no effect and ±100 for the full control effect; nearly all actives have a fitted effect of over 50% in size
# Pol iota inh – inhibitors of human DNA polymerase iota | Q9UNA4 | Pol iota fluorescent replication assay, 10 min | Potency, µM (top dose mostly 115 µM), for inactives: at the highest dose activity, negative = inhibition, most hits filed as inhibitors | 1% of 390,000 active | AID 588590
#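 Pol iota at 10 nM preincubated 15 min with compounds at room temperature; reaction started with fluorescent substrate, 50 nM final. Fluorescence read kinetically at 0 and 10 min; buffer-only wells as negative control.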
# BAZ2B block – blocks human BAZ2B | Q9UIF8 | AlphaScreen BAZ2B-H3K14Ac peptide displacement | Potency, µM (doses to about 114 µM), inactives show at the highest dose activity change, negative = inhibition, hits mostly inhibitors | 4.4% of 360,000 active | AID 504333; also: % is scaled to controls: 0 for no effect and ±100 for the full control effect; nearly all actives have a fitted effect of over 60% in size
#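 BAZ2B (50 nM) with biotin-H3(5-23)K14Ac peptide (50 nM) in PBS pH 7.4, 0.01% Tween-20, preformed 30 min, then compound 30 min at room temperature; top concentration 110uM. AlphaScreen streptavidin donor/nickel chelate acceptor beads (10 ug/mL final), 20 min dark, signal read.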
# * hit, by the source's call; i = inactive; ? = inconclusive; . = not tested or not shown; & = joins results of further samples; [ ] = another dose, or the depositor's remark. Unless noted, calls follow the shape of the dose curve; as a rule, active = well fitted curve in the direction sought with a large enough effect; inconclusive = small, poorly fitted or top-dose-only effect, or another doubt; inactive = no such curve, though single readings can be large; an effect the other way counts as inactive or inconclusive. Potency is read from the fitted curve at half-maximal effect.
SMILES,Tb PGK inh,BLM inh,G9a block,HP1b chromo inh,Pin1 inhibitor,GLS inh,JMJD2A Tudor inh,Pol iota inh,BAZ2B block
O=C(N/N=C/c1ccc([N+](=O)[O-])o1)C1CC1,?,-3%,?,24%,4%,-1%,?,22µM*,50µM*
COC(=O)c1ccc(C2Nc3cccc4cccc(c34)N2)cc1,i,-6%,28µM*,45µM*,-5%,?,20µM*,61%[activator],35µM*
CCCN(C(=O)c1ccc(N2CCCC2=O)cc1)c1c(N)n(Cc2ccccc2)c(=O)[nH]c1=O,-9%,.,-33%[59 µM],21%,2%,-3%,-8%,11%,10%
CCOC(=O)CSc1nnc(Cn2c(=O)sc3ccccc32)n1C,2%,-2%,-24%,37%[activator],2%,-2%,-5%,0%,5%
COc1ccc(OC)c(CCNC(=O)c2cnn(-c3ccccc3Cl)c2C2CCN(C(=O)OC(C)(C)C)CC2)c1,-3%,-8%,-40%[59 µM],8%,2%,1%,-31%,10%,-22%[57.1 µM]
O=C(CCOc1ccccc1)Nc1ccnn1C1CCN(CCc2ccccc2)CC1,-1%,0%,1%,16%,-5%,6%,-17%,-9%,-7%
CCCS(=O)(=O)N1CCN(C(=O)c2cccnc2)CC1,15%,-1%,5%[59 µM],25%,-5%,5%,-8%,22%,10%
OCCN1CCN(C(=S)Nc2ccc(SC(F)F)cc2)CC1,4%,0%,3%,34%,-3%,-1%,-2%,140%[activator],-3%
Cc1nc(C)c(-c2ccc(SCC(=O)Nc3cccc(C)c3C)nn2)s1,10%,2%,4%[59 µM],22%[57 µM],-2%,1%,-1%,4%,0%
O=C(CCN1C(=O)/C(=C/c2ccc(F)cc2)SC1=S)NNC(=O)c1cccnc1,1%,-2%,13%[59 µM],23%,-8%,4%,-1%,29%,-4%
O=C1c2sc3nc4ccccc4n3c2C(=O)N1c1ccccc1Cl,1%,-5%,1.4µM*,?,9%,6%,-25%,-2%,?
O=C(Cc1ncn[nH]1)NCCc1ccccc1,-2%,-2%,?,32%,1%,0%,-9%,22%,7%
CCN(CC)S(=O)(=O)c1cc(Br)c(C)cc1OC,-4%,-11%,4%[12.7 µM],37%,-7%,-1%,3%,-15%,17%
O=C(Cc1ccc2c(c1)CCCC2)Nc1ccccc1Cl,-9%,-7%,45µM*,-3%,-3%,-6%,-1%,16%,7%
COc1ccc(-c2ccc(C(C)=O)cc2)cc1[C@H]1[C@@H]2C=CCC[C@@]2(C)C(=O)N1Cc1ccccc1,1%,-10%,-4%[12.7 µM],7%,10%,3%,-35%,-9%,?
C=CCc1cccc(OC)c1OCCOCCNCCO,-9%,-2%,11µM*,-28%,0%,0%,5.6µM*,-16%,56µM*
Cc1cc2ncn(C3CC(O)C(CO)O3)c2cc1C (stereo not given),-8%,.,.,3%[57 µM],0%,-6%,-5%,9%,.
CCc1nnc(NC(=O)CC(=O)Nc2ccccc2C(=O)O)s1,11%,-1%,0%[59 µM],15%,-5%,2%,?,-9%,9%
C=CCOC(=O)CCC(=O)Nc1cc(OC)nc(OC)n1,-1%,1%,1%[12.7 µM],21%,3%,4%,-2%,-6%[58.9 µM],0%
O=C(CSC(=S)N1CCCC1)N1CCN(S(=O)(=O)c2ccccc2F)CC1,8%,.,5%,18%,-7%,16%,-9%,12%,12%
O=C(CN1CCN(Cc2ccc3c(c2)OCO3)CC1)Nc1ccc2c(c1)OCO2,-9%,2%,18%[12.7 µM],40%[activator],-10%,-6%,-14%,0%,-2%
COc1ccc(SC[C@H](Cc2ccccc2)N2CC[C@@H](C)CCC2=O)cc1,-3%,.,11%[0.501 µM],75%[activator],-23%,-1%,-1%,0%&11%,5%
Cc1ccc(C(C(=O)NCc2ccccc2)N(Cc2ccco2)C(=O)c2snc(C(N)=O)c2N)o1 (stereo not given),-8%,-7%,?,5%,-2%,0%,-15%,111%[activator],-34%
Cc1ccc(/C=C(\C#N)C(=O)NCc2ccco2)o1,i,0%,?,45%[activator],3%,-7%,-2%,29%,5%
COC(=O)c1ccc(NC(=S)N2CCN(Cc3ccccc3)CC2)cc1,-2%,-6%,0%[59 µM],20%,-9%,1%,-24%,-3%,8%[57.1 µM]
c1cncc(-c2cn(C[C@H]3CC[C@@H]([C@@H]4CC[C@H](Cn5cc(-c6cccnc6)nn5)O4)O3)nn2)c1,6%,1%,-9%,31%,-10%,0%,-11%,45%[activator],-5%
CCCCCCC(=O)N1C/C=C\C(c2ccc(OC)cc2)N(Cc2ccc(F)cc2)C(=O)C1Cc1ccccc1 (stereo not given),.,-7%,.,19%,?,.,-30%,-20%,.
O=C(C(O)c1ccccc1)N1N=C(c2ccccc2)CC1(O)C(F)(F)F (stereo not given),i,-6%,25%[59 µM],55%[activator],1%,11%,-24%,8%,-8%
COc1ccc(/C=N/Nc2nc3ccccc3[nH]2)cc1OC,-4%,-12%,-9%[59 µM],6%,1%,25%,-23%,-2%,-39%
COCC(=O)N[C@@H]1c2cc(OC)c(OC)cc2C[C@H]1OCc1ccccc1,-7%,.,.,30%,-3%,-3%,-6%,1%,.
CC(C)CCNC(=O)C1CCC(CNS(=O)(=O)c2ccc(Cl)cc2)CC1 (stereo not given),-9%,-6%,36%,20%,-3%,1%,-12%,31%[activator],10%
COc1cccc2oc3ccc(C#Cc4ccccn4)cc3c(=O)c12,-10%,0%,50µM*,30%,6%,0%,-15%,-4%,-8%
CC(=O)NC(CCS(C)(=O)=O)C(=O)Nc1c(F)cccc1F (stereo not given),-5%,-2%,-4%[12.7 µM],19%,-4%,5%,-16%,10%,5%
C=CCOc1ccc(/C=C/C(=O)OCC(=O)NC2CCCCCC2)cc1,-4%,-1%,?,11%,4%,-2%,3%,?,-3%
Cn1nc(C(F)(F)F)cc1Oc1ncc(C(F)(F)F)cc1Cl,-1%,-4%,10%,40%[activator],1%,-6%,0%,90%[activator],3%
CSCCC(NS(=O)(=O)c1ccccc1F)C(=O)Nc1ccncc1 (stereo not given),i,.,-9%[12.7 µM],30%,-4%,1%,-13%,17%,-5%
C#CCOC(=O)C[N+](C)(C)CC#Cc1ccccc1,1%,4%,-34%,41%[activator],-7%,14%,-3%,4%,3%
CCN(CC)C(=O)CSc1nnc([C@H](Cc2c[nH]c3ccccc23)NC(=O)OC(C)(C)C)o1,-2%,-7%,18%,27%,1%,-15%,-14%,17%,10%
O=C1COc2ccc(-c3cc(-c4ccc(F)cc4)c4c(n3)-c3ccccc3OC4)cc2N1,3%,-3%,11%[59 µM],19%,4%,0%,-3%,20%,-7%
Cc1c(NC(=O)Cn2nc(C(=O)O)c3ccccc3c2=O)c(=O)n(-c2ccccc2)n1C,6%,-2%,?,34%,0%,4%,3%,13%,6%
CC(C)c1ccc(NC(=O)C2CCN(C(=O)c3ccc(F)cc3)CC2)cc1,-6%,-9%,3%[59 µM],13%,0%,-5%,-8%,17%,1%
Cc1ccc(C(=O)c2ccccc2C(=O)O)s1,2%,1%,-1%[12.7 µM],35%,2%,-3%,-7%,11%,-6%
Cc1ccccc1C(=O)N1CCC(C(=O)Nc2ccc(S(=O)(=O)N3CCOCC3)cc2)CC1,i,.,16%[12.7 µM],19%,0%,-1%,-11%,23%,3%
CCN1CCN(C(c2ccc(OC)c(OC)c2)c2nnnn2C(C)(C)C)CC1 (stereo not given),i,-3%,-13%[12.7 µM],13%,1%,-6%,-10%[11.4 µM],-28%,?
C=Cc1ccc(Cn2c(=O)n(-c3ccccc3C)c(=O)c3c4c(sc32)CN(C(C)=O)CC4)cc1,-5%,-12%,-3%[59 µM],-6%,17%,5%,?,3%,?
Cc1ccc(Cn2ncc3c(N4CCN(Cc5ccc(Cl)cc5)CC4)ncnc32)cc1,-9%,-19%,35µM*,19%,25%,-11%,-22%,3%,-33%
O=C(Nc1ccc(OC(F)(F)F)cc1)c1cc2ccccn2n1,0%,-4%,-5%[59 µM],15%,13%,-2%,-16%,27%,-1%
Cc1ccc(-c2nn(-c3ccccc3)cc2C(=O)NCCCN2CCCC2=O)cc1,0%,.,-29%,-2%,-1%,25%,?,-28%,-1%
CCOC(=O)C1(Cc2cccc(Cl)c2)CCCN(C(=O)c2cc(C)n(C)n2)C1 (stereo not given),i,1%,0%,23%,0%,3%,-12%,?,-8%
CC1CCN(CC(=O)Nc2ccc(S(=O)(=O)N3CCCC(C)C3)cc2)CC1 (stereo not given),-3%,-3%,.,24%,-1%,-3%,-8%,28%,-7%

# Continued.
SMILES,Tb PGK inh,BLM inh,G9a block,HP1b chromo inh,Pin1 inhibitor,GLS inh,JMJD2A Tudor inh,Pol iota inh,BAZ2B block
O=C(Nc1ccccc1C(F)(F)F)c1cc2nc(-c3ccccc3)cc(-c3ccccc3)n2n1,2%,-1%,23%[59 µM],49%[activator],3%,8%,8%,34%[activator],2%
CCOC(=O)c1nnsc1Nc1ccc(C)c(C)c1,-4%,-4%,7.1µM*,71%[activator],2%,8%,20%,8%,1%
COc1ccc(OC)c(C(c2nnnn2Cc2ccccc2)N2CCN(C)CC2)c1 (stereo not given),4%,1%,-20%[59 µM],43%[activator],2%,2%,?,9%,-33%
Cc1ccc(O)c(-c2ccnc3cc(-c4ccc(Cl)cc4)nn23)c1,-1%,-3%,-1%[59 µM],54%[activator],18%,19%,2%,?,-8%

# Two compounds picked at random from those above, as already listed:
SMILES,Tb PGK inh,BLM inh,G9a block,HP1b chromo inh,Pin1 inhibitor,GLS inh,JMJD2A Tudor inh,Pol iota inh,BAZ2B block
COc1ccc(OC)c(C(c2nnnn2Cc2ccccc2)N2CCN(C)CC2)c1 (stereo not given),4%,1%,-20%[59 µM],43%[activator],2%,2%,?,9%,-33%
CCOC(=O)c1nnsc1Nc1ccc(C)c(C)c1,-4%,-4%,7.1µM*,71%[activator],2%,8%,20%,8%,1%

# A portion of the library; count on the stated rates, not on these rows.
